# Cneo AK release: Cryptococcus neoformans lysis via adenylate kinase release; 360,000 compounds, 0.2% hits; lysis activity, % at 15 µM; C. neoformans lysis, adenylate kinase release luminescence, 4 h; normalised: neutral wells 0, clomiphene wells 100;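 active = mean lysis activity across replicates of at least 80%, whatever share of replicates individually reach that level; inactive = mean lysis activity below 80%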
#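 Test system: log-phase Cryptococcus neoformans yeast cells; Quantity: yeast cell density of 5 × 10^6 cells/mL; Buffer or medium: YPD; Doses: single compound concentration per well; Timing: 4 h at 37 °C static, read 1 h later; Measured by: AK luminescence; Read-out basis: lysis from increased AK signal; Control set: Clomiphene as positive control.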
# EWS-Fli inh: EWS/Fli transcriptional activity inhibition; A673 NR0B1-luciferase reporter, viability-normalised; inhibition, % at 12.6 µM; 350,000 compounds, 0.67% hits;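 active = mean inhibition of at least 50% after viability correction, with every replicate also passing that limit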;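 also: firefly luciferase signal divided by Alamar Blue viability fluorescence both relative to DMSO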
# PAX8 reporter: inhibitors of PAX8 transcriptional activity in RMG-I cells. RMG-I TPO-luciferase reporter, SteadyGlo, 24 h. inhibition, % at 12.6 µM. 360,000 compounds, 1.2% hits. AID 652154;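 active = mean replicate inhibition at least 60% with every replicate also reaching 60%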;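 also: luciferase light reporting Pax8 driven TPO promoter activity; plate controls were median of neutral control wells for no effect and mitoxantrone controls for full effect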
# miR-122 sensor: miR-122 inhibition in Huh7 cells. 340,000 compounds, 0.3% hits. activation (reporter increase), % at 12.5 µM. AID 602342. Huh7 miR-122 Renilla luciferase sensor, 48 h; neutral wells = 0, positive control = 100;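 active = mean replicate activation score at least 90 and every replicate individually at or above 90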;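 also: higher luciferase means less miR-122 activity so hits act as miR-122 inhibitors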
# LGR2 inh: blocks bursicon-induced cAMP signaling via Drosophila LGR2; inhibition, % at 9.99 µM; HEK293 LGR2, CRE-luciferase, bursicon-stimulated, 4 h; 380,000 compounds, 0.35% hits;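 active = drop in luminescence signal, shown as inhibition above about 50% in the replicate tests, limit read from the data, passing the limit was not always enough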;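 also: agonist challenge used bursicon conditioned medium at about half maximal strength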
# PGC1a acetyl inh: modulators of PGC1a acetylation. U2OS PGC1a acetylation, AlphaScreen anti-acetyl-lysine; with virally co-expressed GCN5 acetyltransferase. inhibition, % at 15.6 µM. 350,000 compounds, 0.17% hits. AID 651687;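 active = every replicate shows inhibition of at least 40%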;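 also: 0% = neutral control wells and 100% = positive control wells; some results beyond the cut were filed as inactive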
# Casp6 inh: inhibitors of human caspase-6; inhibition, % at 12.5 µM; 350,000 compounds, 0.53% hits; P55212; purified caspase-6, Z-VEID-R110 cleavage fluorescence;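 active = mean inhibition across replicates at least about 35%, with every replicate also reaching that limit, limit read from the data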;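 also: 0% = median of neutral control wells and 100% = no fluorescence left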
# Target sequence (P55212 24-179 limits assumed): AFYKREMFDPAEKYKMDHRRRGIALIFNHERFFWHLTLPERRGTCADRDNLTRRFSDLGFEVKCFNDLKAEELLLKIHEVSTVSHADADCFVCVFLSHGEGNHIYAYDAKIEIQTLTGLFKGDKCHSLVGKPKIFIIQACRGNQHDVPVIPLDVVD
# Target sequence (P55212 194-293 limits assumed): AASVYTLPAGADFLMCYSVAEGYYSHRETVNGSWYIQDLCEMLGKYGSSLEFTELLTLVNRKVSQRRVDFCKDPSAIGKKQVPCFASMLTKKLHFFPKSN
# FN deposition inh: fibronectin deposition inhibition. AH1F fibroblasts, Alexa488-fibronectin deposition fluorescence, overnight. inhibition, % at 12.6 µM. 350,000 compounds, 0.086% hits. AID 743247;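 active = mean inhibition across replicates of 30% or more, regardless of how many single replicates reach that level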;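 also: positive control wells lacked labelled fibronectin entirely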
#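 Material: AH1F fibroblast monolayer depositing Alexa488-labelled fibronectin into matrix | Input: 10000 AH1F cells/well | Medium: DMEM plus 2% serum, read in PBS | Reagent: Alexa488-fibronectin, 24 nM final in well | Compound dosing: One dose per compound, pinned | Schedule: 1 h adhesion, overnight exposure | Measured by: Fluorescence at 485 nm excitation, 525 nm emission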
# An asterisk follows results filed as active; / = no result given; [ ] = remark or other dose.
# Preview, 2 compounds:
cpd	canonical_smiles	Cneo AK release	EWS-Fli inh	PAX8 reporter	miR-122 sensor	LGR2 inh	PGC1a acetyl inh	Casp6 inh	FN deposition inh
1	O=[N+]([O-])c1ccc(CN2CCCCCC2)s1	5	-6	15	1	-2	-13	6	-12
2	CC(=O)c1cccc(NC(=O)c2cc(S(=O)(=O)N3CCCCC3)ccc2N2CCOCC2)c1	10	7	21	-6	7	-4	1	6

# The whole of this part, from the start:
cpd	canonical_smiles	Cneo AK release	EWS-Fli inh	PAX8 reporter	miR-122 sensor	LGR2 inh	PGC1a acetyl inh	Casp6 inh	FN deposition inh
1	O=[N+]([O-])c1ccc(CN2CCCCCC2)s1	5	-6	15	1	-2	-13	6	-12
2	CC(=O)c1cccc(NC(=O)c2cc(S(=O)(=O)N3CCCCC3)ccc2N2CCOCC2)c1	10	7	21	-6	7	-4	1	6
3	COc1cccc(CNc2nc3ccc(C)cc3n3cnnc23)c1	1	-5	-2	0	-17	10	0	-3
4	O=C(Nc1nc2ccc(Cl)cc2s1)c1cccc(N2C(=O)CCC2=O)c1	-1	-89	-133	0	8	/	3	-1
5	Cc1ccc(S(=O)(=O)N2CCCC2C(=O)OCC(=O)Nc2ccc3c(c2)OCO3)cc1 (configuration not stated)	-6	/	4	-3	/	0	/	4
6	CC1C(=O)NN=C1C(=O)N/N=C/c1ccco1 (configuration not stated)	/	-8	1	/	-3	8	0	0
7	Cc1ccc(S(=O)(=O)N2CCCCC2)cc1NC(=O)c1cc(=O)[nH]c2ccccc12	2	8	1	5	-1	-4	-1	6
8	CC(C)(C)OC(=O)N1CC2Cc3[nH]c(=O)ccc3C(C2)C1 (configuration not stated)	0	/	4	-2	/	6	/	-2
9	Cc1noc(C)c1NC(=O)N(C)C[C@H]1Oc2ccc(NC(=O)c3ccncc3)cc2CC(=O)N([C@H](C)CO)C[C@H]1C	-2	-1	-2	8[16.7 µM]	-13	5	-2	-3
10	Cc1ccccc1CC(=O)NCCN1CCCCC1	1	-2	1	/	1	/	-2	-8
11	CO[C@@H]1CN(C)C(=O)c2cc(NC(=O)c3nc4ccccc4s3)ccc2OC[C@@H](C)N(Cc2cccnc2)C[C@H]1C	0	-6	26	/	7	5	-1	11
12	COc1ccc(C(=O)c2c3ccc([N+](=O)[O-])cc3[n+]([O-])n2CCCC(N)=O)cc1	1	-2	21	-16	/	4	-8	6
13	O=S(=O)(Nc1ccc(F)cc1)c1cccc2nsnc12	-2	20	-15	23	-6	-8	0	-5
14	Cc1ccc(S(=O)(=O)N2CCN(C(=O)C3CSC4(C)CCC(=O)N34)CC2)cc1C (configuration not stated)	0	7	-5	-7	1	20	1	6
15	Nc1ccc2ccccc2c1[N+](=O)[O-]	/	-3	1	-3	-15	2	-1	3
16	CCCn1c(N)c(C(=O)CSc2nnc(C3CC3)n2-c2ccccc2)c(=O)[nH]c1=O	1	-1	-5	-9	1	3	0	-2
17	COc1ccc(S(=O)(=O)N(C)C[C@H]2Oc3c(NS(C)(=O)=O)cccc3C(=O)N([C@H](C)CO)C[C@@H]2C)cc1	1	-13	/	-3[16.7 µM]	/	0	-1	/
18	CCOC(=O)C1=CN(Cc2cccc(I)c2)S(=O)(=O)N(C)C1C (configuration not stated)	-3	-1	-2	/	1	/	-1	-13
19	COc1ccc(/C=C/C(=O)NCCCn2ccnc2)cc1	/	-26	-20	/	/	/	-16	3
20	O=C(O)COc1ccccc1/C=C1\SC(=O)N(Cc2ccc(F)cc2)C1=O	-2	7	-2	13	-17	1	4	0
21	C[C@@H]1CCCCO[C@@H](CN(C)CC2CCCCC2)[C@@H](C)CN([C@@H](C)CO)C(=O)c2cc(N(C)C)ccc2O1	1	-1	-10	-4[16.7 µM]	-1	-18	0	/
22	COCC#Cc1ccc2c(c1)O[C@@H](CN(C)S(=O)(=O)c1ccc(C)cc1)[C@H](C)CN([C@@H](C)CO)S2(=O)=O	-5	27	/	16[16.7 µM]	4	-8	0	11
23	COCCNC(=S)NC(=O)c1ccc(C(C)(C)C)cc1	/	-38	-101	2	-44	/	5	-7
24	O=C(CN(Cc1ccco1)S(=O)(=O)c1ccccc1)N/N=C/c1ccccc1C(=O)O	-6	3	-13	-5	23	-1	13	7
25	S=c1[nH]nc(CSCc2ccccc2Cl)n1C1CCCCC1	2	16	-1	9	12	6	-2	-3
26	O=c1[nH]c(CSc2nnc(Nc3ccccc3)s2)nc2ccccc12	-3	12	-2	2	12	17	4	-5
27	C[C@H]1CN([C@@H](C)CO)C(=O)c2cc(NC(=O)Cc3ccccc3)ccc2O[C@@H]1CN(C)Cc1ccccc1	-54	5	5	1[16.7 µM]	-14	/	1	/
28	O=C(O)c1cc2ccccc2n1-c1ccccc1	1	/	/	-5	/	-1	/	1
29	O=C(/C=C/c1ccccc1[N+](=O)[O-])NCc1ccccc1Cl	2	-6	9	7	-33	4	1	-1
30	COc1ccc(NC(=O)Nc2cccc3c2O[C@H](CN(C)C(=O)NC(C)C)[C@H](C)CN([C@@H](C)CO)C3=O)cc1	-2	-4	5	-2[16.7 µM]	7	16	1	-23
31	COc1ccc(NC(=O)C(=O)NCCC2CCCCN2S(=O)(=O)c2ccccc2)cc1 (configuration not stated)	-2	52*	41	-6	-1	-15	-1	-1
32	Cc1c(Cl)cccc1NC(=O)N1CCCC1	/	-1	6	/	9	/	1	-5
33	CC1CCCCC1NC(=O)CCn1c(=O)oc2ccccc21 (configuration not stated)	-2	-7	/	-1	-1	12	0	/
34	O=C(NCc1ccncc1)c1nc(-c2cccs2)no1	/	3	-6	/	-29	/	-1	/
35	COCC(=O)Nc1ccc2c(c1)C(=O)N(C)C[C@@H](OC)[C@@H](C)CN(CCc1ccccc1)[C@H](C)CO2	2	5	-1	/	34	-7	-1	-1
36	CCn1c(C(C)NC(=O)c2ccc(OC)c(OC)c2)nc2ccccc21 (configuration not stated)	2	/	14	-8	/	1	/	7
37	C[C@@H]1CN([C@@H](C)CO)S(=O)(=O)c2ccc(C#CC3CCCCC3)cc2O[C@@H]1CN(C)C	5	-3	/	14[16.7 µM]	1	-18	1	2
38	Cc1ccc(CNc2ncnc3cc(Cl)ccc23)cc1	-2	10	30	6	21	-4	-2	-1
39	O=C(c1cccs1)N1N=C(c2ccccc2)CC1c1ccc(O)cc1 (configuration not stated)	-1	/	-6	1	-24	-5	/	2
40	COc1cccc(N2CCN(CC(=O)NC(C)c3ccccc3)CC2)c1 (configuration not stated)	3	14	1	-2	-10	1	2	0
41	CCS(=O)(=O)N1CCCCN2[C@H](C1)[C@@H](c1ccc(-c3ccccc3C)cc1)[C@@H]2CO	-1	-2	-12	23[16.7 µM]	-8	3	3	/
42	CCc1ccc(-c2cc(C)no2)cc1S(=O)(=O)N1CCN(c2ccc(OC)cc2)CC1	0	12	37	14	8	-4	2	0
43	COc1ccc(Cn2cnc([N+](=O)[O-])c2)cc1[N+](=O)[O-]	2	8	0	-4	2	-5	-1	3
44	CN1CC(=O)N(CC(=O)Nc2ccc(F)cc2)c2ccccc2C1=O	0	/	-1	-8	/	7	6	4
45	Cc1nn(CC(=O)N(C)C2(C#N)CCCCC2)c(C)c1[N+](=O)[O-]	-1	-5	-12	/	12	/	-2	4
46	O=C(Cn1[nH]c(=O)c2ccccc2c1=O)Nc1cccc(S(=O)(=O)N2CCCCCC2)c1	/	-7	-16	-4	15	-11	1	-1
47	CCOC(=O)CN1CC23C=CC(O2)C(C(=O)NCc2ccc(F)cc2)C3C1=O (configuration not stated)	2	-3	2	-4	7	4	1	-5
48	Cn1cccc1/C=C1/SC(=S)N(CC(=O)O)C1=O	-1	-5	5	-5	-8	-9	4	8

# From no. 37 as far as 48, copied from above:
cpd	canonical_smiles	Cneo AK release	EWS-Fli inh	PAX8 reporter	miR-122 sensor	LGR2 inh	PGC1a acetyl inh	Casp6 inh	FN deposition inh
37	C[C@@H]1CN([C@@H](C)CO)S(=O)(=O)c2ccc(C#CC3CCCCC3)cc2O[C@@H]1CN(C)C	5	-3	/	14[16.7 µM]	1	-18	1	2
38	Cc1ccc(CNc2ncnc3cc(Cl)ccc23)cc1	-2	10	30	6	21	-4	-2	-1
39	O=C(c1cccs1)N1N=C(c2ccccc2)CC1c1ccc(O)cc1 (configuration not stated)	-1	/	-6	1	-24	-5	/	2
40	COc1cccc(N2CCN(CC(=O)NC(C)c3ccccc3)CC2)c1 (configuration not stated)	3	14	1	-2	-10	1	2	0
41	CCS(=O)(=O)N1CCCCN2[C@H](C1)[C@@H](c1ccc(-c3ccccc3C)cc1)[C@@H]2CO	-1	-2	-12	23[16.7 µM]	-8	3	3	/
42	CCc1ccc(-c2cc(C)no2)cc1S(=O)(=O)N1CCN(c2ccc(OC)cc2)CC1	0	12	37	14	8	-4	2	0
43	COc1ccc(Cn2cnc([N+](=O)[O-])c2)cc1[N+](=O)[O-]	2	8	0	-4	2	-5	-1	3
44	CN1CC(=O)N(CC(=O)Nc2ccc(F)cc2)c2ccccc2C1=O	0	/	-1	-8	/	7	6	4
45	Cc1nn(CC(=O)N(C)C2(C#N)CCCCC2)c(C)c1[N+](=O)[O-]	-1	-5	-12	/	12	/	-2	4
46	O=C(Cn1[nH]c(=O)c2ccccc2c1=O)Nc1cccc(S(=O)(=O)N2CCCCCC2)c1	/	-7	-16	-4	15	-11	1	-1
47	CCOC(=O)CN1CC23C=CC(O2)C(C(=O)NCc2ccc(F)cc2)C3C1=O (configuration not stated)	2	-3	2	-4	7	4	1	-5
48	Cn1cccc1/C=C1/SC(=S)N(CC(=O)O)C1=O	-1	-5	5	-5	-8	-9	4	8

# Continuation:
cpd	canonical_smiles	Cneo AK release	EWS-Fli inh	PAX8 reporter	miR-122 sensor	LGR2 inh	PGC1a acetyl inh	Casp6 inh	FN deposition inh
49	COC(=O)COc1ccc(S(=O)(=O)NCCC2=CCCCC2)cc1C	/	11	/	6	-1	1	2	/
50	C[C@@H]1CN([C@H](C)CO)C(=O)Cc2cc(NC(=O)Nc3ccccc3)ccc2O[C@@H]1CN(C)S(=O)(=O)c1ccc(Cl)cc1	/	9	-1	-2[16.7 µM]	5	8	/	/
51	CC(=O)Nc1ccc(NC(=O)CSc2nnc(C3CC3)n2C)cc1	1	/	5	2	/	-7	/	-2
52	O=C(O)C(Cc1ccccc1N(CCO)CCO)N1C(=O)c2ccccc2C1=O (configuration not stated)	2	9	9	-8	-8	2	1	13
53	Cc1c(C#N)c(N)nc2c3c(sc12)NC(=O)CC3c1ccc(F)cc1 (configuration not stated)	1	/	-2	-3	13	7	/	10
54	COc1cccc(/C=C/C(=O)OCC(=O)N2CCN(c3ccccc3)CC2)c1	-2	5	-3	-1	16	-2	2	0
55	COCCNC(=O)C[C@H]1C[C@@H]2c3cc(NS(C)(=O)=O)ccc3O[C@@H]2[C@H](CO)O1	12	-5	3	-6[16.7 µM]	2	-2	-1	-1
56	COc1ccc(C(=O)Nc2sc3c(c2C(=O)O)CC(C)(C)OC3)cc1	-1	/	1	-4	11	10	/	3
57	Cn1c(COc2cccc3cccnc23)nnc1SCC(=O)O	/	7	-8	/	3	0	2	-9
58	CCOc1ccc(N(CC)S(=O)(=O)c2ccc3c(c2)n(C)c(=O)c(=O)n3C)cc1	0	2	-10	0	/	-7	-3	2
59	COC(=O)C[C@H]1CC[C@H]2[C@@H](COc3ccc(NC(=O)C4CC4)cc3C(=O)N2C)O1	/	/	-10	/	1	4	0	11
60	O=C(C1CCOCC1)N1CC(=O)N2[C@H](CO)[C@H](c3ccc(C#CC4CCCC4)cc3)[C@H]2C1	/	-3	/	/	8	/	0	-5

# Assay outcomes deposited in PubChem by Broad Institute.

# Rows are unselected, and some 2.5% of all compounds hit somewhere here.
